POLK inh – DNA polymerase kappa (human) inhibition | Q9UBT6 | purified Pol kappa, fluorescent DNA synthesis assay, 10 min | Potency, µM (titrated, usually from 107 µM), inactives show at the top dose activity, negative = inhibition, usual class: inhibitors | actives 0.53% (n = 400,000); further: potency means the concentration at half of the fitted maximal effect; on the % scale 0 is the no-effect control and ±100 the full control effect
Target sequence (Q9UBT6 whole entry, looked up): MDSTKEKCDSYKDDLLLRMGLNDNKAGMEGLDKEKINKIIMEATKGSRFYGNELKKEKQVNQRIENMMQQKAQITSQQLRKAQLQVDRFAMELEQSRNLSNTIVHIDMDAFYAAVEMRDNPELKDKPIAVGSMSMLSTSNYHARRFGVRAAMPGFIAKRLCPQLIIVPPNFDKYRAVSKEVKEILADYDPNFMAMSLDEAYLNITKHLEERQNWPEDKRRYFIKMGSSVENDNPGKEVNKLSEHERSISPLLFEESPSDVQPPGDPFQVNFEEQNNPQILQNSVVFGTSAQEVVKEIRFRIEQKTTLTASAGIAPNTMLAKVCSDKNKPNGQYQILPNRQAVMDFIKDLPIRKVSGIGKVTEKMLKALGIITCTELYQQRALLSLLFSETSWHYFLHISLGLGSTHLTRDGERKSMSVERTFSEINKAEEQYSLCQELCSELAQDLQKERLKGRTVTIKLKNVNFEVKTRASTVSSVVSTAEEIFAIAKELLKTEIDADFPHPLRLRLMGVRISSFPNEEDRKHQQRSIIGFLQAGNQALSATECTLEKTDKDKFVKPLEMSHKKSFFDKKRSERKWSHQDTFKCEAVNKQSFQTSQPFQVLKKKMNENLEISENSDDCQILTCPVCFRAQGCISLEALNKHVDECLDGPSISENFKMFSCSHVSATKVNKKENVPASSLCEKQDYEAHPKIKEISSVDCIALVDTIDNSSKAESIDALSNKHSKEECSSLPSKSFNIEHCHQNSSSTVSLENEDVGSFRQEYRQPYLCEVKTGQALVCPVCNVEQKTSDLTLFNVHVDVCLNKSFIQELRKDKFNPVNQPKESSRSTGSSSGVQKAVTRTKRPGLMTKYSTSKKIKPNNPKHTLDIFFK
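Readout: fluorescence, taken kinetically at 0 and 10 min. Conditions: 10 nM Pol kappa, 15 min RT compound preincubation, 50 nM substrate final. Controls: enzyme-free buffer wells.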
POLI inh – inhibitors of human DNA polymerase iota; Pol iota fluorescent replication assay, 10 min; Potency, µM (series often up to 115 µM), for the others: top-dose activity, negative = inhibition, most hits filed as inhibitors; actives 1% (n = 390,000); further: potency means the concentration at half of the fitted maximal effect
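Pol iota at 10 nM preincubated 15 min with compounds at room temperature; reaction started with fluorescent substrate, 50 nM final. Fluorescence read kinetically at 0 and 10 min; buffer-only wells as negative control.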
POLH inh – DNA polymerase eta (human) inhibition. Potency, µM (top dose mostly 114 µM), for inactives: at the top dose activity change, negative = inhibition, usual class: inhibitors. Q9Y253. actives 1.2% (n = 390,000). recombinant Pol eta, fluorescent DNA replication assay; further: potency means the concentration at half of the fitted maximal effect; on the % scale 0 is the no-effect control and ±100 the full control effect
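Fluorescent replication assay: 50 nM final substrate added after a 15 min room-temperature compound preincubation with 10 nM enzyme. Signal taken at 0 min and again at 10 min.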
BLM inh – blocks DNA unwinding by human BLM helicase; P54132; recombinant BLM DNA unwinding, fluorescence dequenching; Potency, µM (top dose mostly 56.1 µM), inactives show top-dose activity change, negative = inhibition, actives largely listed as inhibitors; actives 0.2% (n = 350,000); AID 2528;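 further: potency means the concentration at half of the fitted maximal effect; plate controls were vehicle for no effect and no enzyme for full effect; nearly all actives have a fitted effect of over 35% in size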
Anesthetic bind – binds horse apoferritin like a general anesthetic | P02791 | apoferritin/1-aminoanthracene competitive binding, fluorescence | Potency, µM (doses to about 77.5 µM), for the others: top-dose activity change, negative = displacement, actives largely listed as inhibitors | actives 0.074% (n = 350,000); further: potency means the concentration at half of the fitted maximal effect; on the % scale 0 is the no-effect control and ±100 the full control effect; nearly all actives have a fitted effect of over 20% in size
Target sequence (P02791 2-175 limits assumed): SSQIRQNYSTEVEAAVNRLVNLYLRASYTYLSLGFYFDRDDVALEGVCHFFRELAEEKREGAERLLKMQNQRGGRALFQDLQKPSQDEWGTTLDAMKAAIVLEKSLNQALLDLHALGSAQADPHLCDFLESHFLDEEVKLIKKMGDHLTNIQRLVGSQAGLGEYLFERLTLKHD
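Apoferritin-based anesthetic binding model; compound displacement of fluorescent 1-AMA measured as endpoint fluorescence after 10 minutes at room temperature, scaled to free-ligand and complex controls.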
APE1 inh – APE1 (human) endonuclease inhibition. recombinant APE1, TAMRA/BHQ-2 abasic DNA cleavage fluorescence. Potency, µM (highest dose often 65.8 µM), for the others: at the top dose activity change, negative = inhibition, usual class: inhibitors. actives 0.35% (n = 350,000). AID 2517;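 further: potency means the concentration at half of the fitted maximal effect; plate controls were vehicle for no effect and reference inhibitor for full effect; nearly all actives have a fitted effect of over 55% in size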
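Kinetic fluorescence read (525 ex/598 em nm, three reads 60 s apart) of AP-site incision; signal = third minus first read. Enzyme 0.75 nM, dual-labelled THF duplex 50 nM, compound preincubation 15 min RT.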
POLB inh – inhibitors of human DNA polymerase beta. P06746. actives 1.3% (n = 340,000). Pol beta primer extension/strand displacement, fluorescence kinetic. Potency, µM (highest dose often 114 µM), without a hit: at the top dose activity change, negative = inhibition, actives largely listed as inhibitors; further: potency means the concentration at half of the fitted maximal effect; on the % scale 0 is the no-effect control and ±100 the full control effect
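Pol beta (10 nM) and compounds were preincubated 15 min at room temperature, then 50 nM substrate (final) started primer extension/strand displacement. Reads were taken at 0 and 10 min; concentration-response data were fitted to a four-parameter Hill equation.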
GRP78 ERSR act – inducers of ER stress response in human glioma cells; U87-MG GRP78 promoter luciferase reporter, 16 h; Potency, µM, for inactives: at the top dose activation, hits mostly activators; actives 0.02% (n = 420,000); further: potency means the concentration at half of the fitted maximal effect; series mostly up to about 76 µM; % of control where 0% means no effect; nearly all actives have a fitted effect of over 35% in size
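ERSR induction read as luciferase luminescence (Bright-Glo, 10 min at room temperature) in stably transfected human U87-MG glioma cells exposed to compounds for 16 h, using GRP78 as sensor.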
LDHA inh – blocks human lactate dehydrogenase A; actives 0.15% (n = 480,000); purified LDHA, NADH/diaphorase-resazurin fluorescence; hits give low values; activity change, % (values are at about 110 or 230 µM); AID 1347041; in the data active means activity change below about -30%; inconclusive means mostly about -25% to -30%;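 further: plate controls were DMSO wells for no effect and wells without enzyme for full effect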
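Human LDH5 (2 nM) was incubated with 0.06 mM NADH and 0.2 mM pyruvate for 5 min at room temperature in Tris pH 7.4. Remaining NADH was coupled through diaphorase/resazurin, and resorufin fluorescence was read at 0 and 20 min.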
* hit, by the source's call; ? = inconclusive; · = no result given; [ ] = dose if it differs, or a comment. Unless noted, the call rests on the fitted dose curve; in most records, active means well fitted curve in the direction sought with a large enough effect; inconclusive means small, poorly fitted or top-dose-only effect, or another doubt; inactive means no such curve, though single readings can be large; an effect the other way counts as inactive or inconclusive. Only part of the results is shown; rates above refer to the full screens.

SMILES	POLK inh	POLI inh	POLH inh	BLM inh	Anesthetic bind	APE1 inh	POLB inh	GRP78 ERSR act	LDHA inh
O=c1[nH]c(COc2ccc(Cl)cc2Cl)nc2ccccc12	0.9%	19.5%	-5.8%	0.2%	-6.2%	-0.1%	67.3%	-3.6%	-6.0
O=C(C[N+]1(CCO)CCOCC1)c1ccc(F)c2ccccc12	?	?	·	·	·	·	·	?	4.8
Cc1ccc(S(=O)(=O)N2CCN(c3nc(-c4cccs4)nc4ncccc34)CC2)cc1	0.9%	12.8%	·	·	·	·	·	0.3%	-0.3
COc1ccc2c(c1)CCC1C2=NN(/C(C)=C/C(C)=O)C1c1cccc(F)c1 (centres undefined)	-16.6%	83.8%	0.2%	-16.1%	-12.8%	-0.1%	-15.5%	6.6%	25.2
Cc1cc(C)c(S(=O)(=O)N(C)CC(=O)NCCN2CCOCC2)c(C)c1	-11.4%	-0.3%	-9.3%	-3.2%	3.9%	-8.1%	14.0%	2.1%	-4.5
CC(C)C[C@H]1COCCS(=O)(=O)N1Cc1cccc(C(F)(F)F)c1	-9.4%	14.8%	-24.8%	·	·	·	·	-2.6%	4.4
O=c1c2cc(NC(=S)NCCCN3CCC(Cc4ccccc4)CC3)ccc2nc2n1CCCCC2	-0.1%	-12.9%	-19.6%	2.3%	-8.0%	5.1%	1.7%	-6.2%	-1.0
S=c1[nH]nc(CCc2nc3ccccc3[nH]2)n1-c1cccc(Cl)c1	-6.3%	56.9%[activator]	-10.7%	-2.7%	-0.1%	3.8%	?	-3.3%	-5.3
C[C@H](CO)N1C[C@H](C)[C@@H](CN(C)Cc2ccncc2)Oc2ccc(NC(=O)CCCCCC(=O)Nc3ccccc3N)cc2C1=O	6.3%	41.5%[activator]	-1.9%	·	·	4.2%	·	-3.1%	2.9
COc1cc(/C=C/C(=O)OCC(=O)Nc2cc(C(F)(F)F)ccc2N2CCOCC2)ccc1O	-7.6%	15.0%	-19.0%	-2.2%	-12.2%	0.6%	-1.1%	0.5%	-8.3
COc1ccccc1-c1cc(C(F)(F)F)nc(S(=O)(=O)CCCC(=O)Nc2ccccc2F)n1	-18.0%	-17.0%	-20.2%	-3.8%	-9.9%	·	0.0%	-10.9%	3.7
N#CCCN(Cc1ccccc1)C(=S)Nc1ccc(F)cc1	4.9%	30.5%[activator]	-9.9%	-9.4%	1.8%	1.8%	-0.9%	-1.1%	-5.7
CC(C)(C)c1nc2c(s1)CCc1onc(-c3ccc(Cl)cc3)c1-2	-15.2%	45.5%[activator]	-12.2%	·	·	-1.7%	·	-4.3%	-4.3
CCN(CC)S(=O)(=O)c1cccc(C(=O)Nc2nc3cc4c(cc3s2)OCCO4)c1	-10.6%	-11.3%	-0.4%	-0.7%	53.6%[activator]	-7.5%	1.7%	-1.0%	-4.5
CCOC(=O)C(Cc1c[nH]c2ccccc12)NC(=O)COc1ccc(Cl)c(C)c1 (centres undefined)	-6.2%	32.6%[activator]	-14.9%	-12.4%	3.8%	·	0.5%	?	-4.7
CC(C)(C)c1ccccc1NC(=O)c1c(O)c2cccc3c2n(c1=O)CC3	·	·	·	-11.9%	-13.8%	1.7%	-6.4%	·	·
O=C(Nc1ccccc1)C1CCN(C(=O)c2ccc(Br)cc2)CC1	-5.1%	8.3%	-15.3%	-2.7%	-9.5%	7.9%	82.8%	0.8%	-5.5
CC1(C(=O)O)CCC(C(N)=O)C1(C)C (centres undefined)	2.1%	39.1%[activator]	-3.4%	-0.8%	-2.3%	14.6%	36.4%	-4.7%	-1.2
CCCCC1=CC2=CC(=O)C(C)(OC(=O)CC)C(=O)C2=CN1CCCCO (centres undefined)	-10.4%	56.3%[activator]	-10.9%	-4.4%[12.4 µM]	-6.4%	-0.7%[12.4 µM]	-1.3%	-2.8%	0.4
CCOC(=O)c1cnc2ccc(Cl)cc2c1Nc1ccc(S(=O)(=O)Nc2ncccn2)cc1	-9.2%	-5.5%	-15.8%	-3.8%	3.6%	-2.2%	9.0%	-4.4%	1.2
CCN(CC)c1ccc(/C=N/N=C(N)N)c(O)c1	-7.0%	14.8%	-14.3%	-0.5%	-15.9%	-2.9%	-18.7%	-3.0%	2.6
CCOc1ccc(-c2c(C)n([O-])c3c([n+]2=O)CCCC3)cc1	-11.5%	7.6%	-0.9%	-0.3%	-4.2%	-1.4%	10.0%	-3.7%	2.7
O=C(CNC(=O)c1ccc(Cl)cc1)OCc1nc2ccccc2s1	-4.5%	50.0%[activator]	0.1%	-1.6%	-19.0%	-0.8%	-17.2%	-2.9%	-4.8
COc1ccc(C)cc1S(=O)(=O)N(CC(=O)NCc1ccc(Cl)cc1)Cc1ccccc1	-7.5%	-7.6%[58.9 µM]	-17.2%	-12.0%	73.7%[activator]	-5.9%	2.2%	-6.7%	2.4
Cn1cnc([N+](=O)[O-])c1Sc1ccc(Br)cc1	-4.4%	-13.7%	-9.8%	-7.3%	-1.3%	0.0%	7.0%	8.2%	-2.3
O=C(COc1ccc2c3c(c(=O)oc2c1)CCC3)N[C@@H](CSCc1ccccc1)C(=O)O	-0.1%	-15.4%	-9.4%	2.9%	-10.1%	7.5%	20.4%	0.9%	-2.4
Clc1ccc(OCCCNCc2ccccc2)c2ccccc12	5.0%	37.6%[activator]	-17.6%	1.2%	-10.3%	-2.7%	2.3%	-1.8%	-2.5
CCOCCOc1cccc(C(=O)NC(C)c2ccc3ccccc3c2)c1 (centres undefined)	-2.4%	-30.5%	2.8%	-1.2%	3.7%	-3.4%	3.1%	-1.0%	-8.9
Cn1c(=O)n(Cc2ccccc2F)c2ccccc21	-7.1%	11.4%	-11.9%	-2.9%	?	-1.7%	31.8%	-3.3%	-3.7
CCOc1ccc(CCNC(=O)c2sc3nc4n(c(=O)c3c2C)CCCC4)cc1OCC	-6.1%	24.5%	-16.9%	-0.3%	·	·	?	-2.8%	3.5
O=C(O)CC1S/C(=N\N=C2CCCCCCC2)N(c2ccccc2)C1=O (centres undefined)	-1.8%	109.7%[activator]	-11.6%	-0.8%	-6.7%	-2.5%	15.2%	-1.1%	-9.1
O=C(NC1CC1)c1nc(Cn2ccc([N+](=O)[O-])n2)no1	0.8%	-5.7%	-7.6%	3.0%	7.3%	-7.7%	39.5%	-1.2%	-5.9
COc1ccc(NS(=O)(=O)c2cccc(C(=O)Nc3cccc(C(=O)O)c3)c2)cc1	-3.5%	-21.7%	-12.4%	1.9%	-5.0%	3.9%	11.8%	-2.5%	-0.4
CCCNC(=O)CS(=O)Cc1nc(-c2ccc(OC)cc2)oc1C (centres undefined)	-21.6%	1.8%	-1.0%	-0.8%	-6.2%	-0.1%	11.4%	-3.5%	1.0
COc1ccc(Cl)cc1NC(=O)N1CCC(C)CC1	0.4%	81.5%[activator]	-7.9%	1.7%	?	7.3%	9.1%	-0.7%	-1.6
N/C(CC(=O)Nc1cccc(C(F)(F)F)c1)=N/O	-10.4%	9.5%	-20.6%	2.8%	-10.6%	-0.2%	23.2%	-5.1%	-4.2
Cc1c(C)n(CC(O)CNc2ccccc2)c2ccccc12 (centres undefined)	-1.3%	-4.1%	-27.1%	-10.3%	-20.1%	-3.3%	-28.4%	-2.1%	-3.0
CCOC(=O)CN1C(c2ccccc2O)Nc2ccc(Br)cc2C1c1ccccc1 (centres undefined)	-16.0%	134.9%[activator]	-11.3%	-14.6%	1.5%	4.5%	-19.9%	1.7%	0.8
O=C(CN1C(=O)c2cccnc2Oc2ccc(Cl)cc21)NC1CCCC1	2.3%	-5.8%	-10.1%	-0.8%	2.8%	33.4%	31.7%	-1.7%	-7.1
COc1ccccc1NS(=O)(=O)c1cccc(C(=O)N2CCN(C/C=C/c3ccccc3)CC2)c1	-8.4%	6.3%	-25.2%	-5.3%	-17.6%	-11.0%	13.2%	-3.1%	-2.2
O=C(NNc1ncnc2c1cnn2-c1ccc(F)cc1)c1ccco1	-2.6%	34.0%	-19.4%	-1.0%	-1.9%	12.9%	13.4%	1.8%	-1.5
Cc1ccc(NC(=O)CSc2nnc(COc3ccc(Cl)cc3)o2)c(C)c1	3.6%	2.0%	3.9%	2.0%	-3.3%	·	70.2%	-3.1%	-9.8
Cc1ccc(C(=O)N2CCC(C(=O)NCc3cccnc3)CC2)cc1	-1.6%	-9.5%	-16.5%	1.4%	6.2%	-2.1%	-2.9%	-2.1%	-2.3
O=C(Nc1nncs1)C1CC(=O)N(C2CCCC2)C1 (centres undefined)	-18.1%	?	-0.8%	-0.6%	-2.0%	17.6%	5.3%	0.4%	-3.4
CCCCn1c(N)c(N(CCOC)C(=O)CCCc2cccs2)c(=O)[nH]c1=O	-7.1%	31.0%[activator]	-2.2%	·	·	-10.1%	·	12.2%	2.6

Quoted at random: three compounds from above
SMILES	POLK inh	POLI inh	POLH inh	BLM inh	Anesthetic bind	APE1 inh	POLB inh	GRP78 ERSR act	LDHA inh
Cn1cnc([N+](=O)[O-])c1Sc1ccc(Br)cc1	-4.4%	-13.7%	-9.8%	-7.3%	-1.3%	0.0%	7.0%	8.2%	-2.3
CCOc1ccc(CCNC(=O)c2sc3nc4n(c(=O)c3c2C)CCCC4)cc1OCC	-6.1%	24.5%	-16.9%	-0.3%	·	·	?	-2.8%	3.5
CCOCCOc1cccc(C(=O)NC(C)c2ccc3ccccc3c2)c1 (centres undefined)	-2.4%	-30.5%	2.8%	-1.2%	3.7%	-3.4%	3.1%	-1.0%	-8.9
